Screening results from PubChem.
PAX8 reporter: inhibitors of PAX8 transcriptional activity in RMG-I cells; RMG-I TPO-luciferase reporter, SteadyGlo, 24 h; inhibition, % at 12.6 µM; 360,000 tested, 1.2% active; AID 652154;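 active means mean replicate inhibition at least 60% with every replicate also reaching 60%; inconclusive means only one of the two criteria is met; inactive means mean below 60% and not all replicates reaching 60%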;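 further: luciferase light reporting Pax8 driven TPO promoter activity; plate controls were median of neutral control wells for no effect and mitoxantrone controls for full effect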
DENV2 CPE rescue: protects cells from dengue virus 2 cytopathic effect; DENV2-infected cells, cytopathic effect rescue, plate reader; CPE inhibition, % at 9.99 µM; 350,000 tested, 1.7% active; in the data active means CPE inhibition above about 20%, passing the limit was not always enough; inconclusive means no clear call, values can overlap the other calls; tested in BHK-21 cells;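 further: 0% = median of neutral control wells and 100% = median of positive control wells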
CASP6 VEID inh: caspase-6 (human) enzyme inhibition. inhibition, % at 12.5 µM. purified caspase-6, Z-VEID-R110 cleavage fluorescence. 350,000 tested, 0.53% active. P55212. AID 686996;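 active means mean inhibition across replicates at least about 35%, with every replicate also reaching that limit, limit read from the data; inconclusive means only one of the two criteria met; inactive means neither criterion met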;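 further: 0% = median of neutral control wells and 100% = no fluorescence left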
Target sequence (P55212 24-179 limits assumed): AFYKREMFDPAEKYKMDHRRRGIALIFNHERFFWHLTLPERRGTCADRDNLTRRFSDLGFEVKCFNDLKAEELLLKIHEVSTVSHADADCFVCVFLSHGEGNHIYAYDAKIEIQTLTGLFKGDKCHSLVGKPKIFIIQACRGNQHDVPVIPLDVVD
Target sequence (P55212 194-293 limits assumed): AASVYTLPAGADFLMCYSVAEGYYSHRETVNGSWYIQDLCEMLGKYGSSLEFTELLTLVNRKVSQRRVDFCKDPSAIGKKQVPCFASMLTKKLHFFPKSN
EWS-Fli inh: blocks EWS/Fli oncoprotein-driven transcription | inhibition, % at 12.6 µM | AID 651661 | A673 NR0B1-luciferase reporter, viability-normalised | 350,000 tested, 0.67% active;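 active means mean inhibition of at least 50% after viability correction, with every replicate also passing that limit; inconclusive means mean reaches 50% but only one of two replicates passes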;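 further: firefly luciferase signal divided by Alamar Blue viability fluorescence both relative to DMSO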
LGR2 inh: blocks bursicon-induced cAMP signaling via Drosophila LGR2; 380,000 tested, 0.35% active; inhibition, % at 9.99 µM; AID 720647; HEK293 LGR2, CRE-luciferase, bursicon-stimulated, 4 h;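 active means drop in luminescence signal, shown as inhibition above about 50% in the replicate tests, limit read from the data, passing the limit was not always enough; inconclusive means probably only some replicates passing the limit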;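 further: agonist challenge used bursicon conditioned medium at about half maximal strength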
SIRT5 block: inhibitors of human sirtuin-5 desuccinylase. 330,000 tested, 1.1% active. inhibition, % at 15 µM. AID 652115. Purified SirT5, succinyl-peptide AMC, trypsin-coupled fluorescence; in the data active means inhibition above about 15%; inconclusive means no clear call, values can overlap the other calls
Target sequence (Q9NXA8 whole entry, looked up): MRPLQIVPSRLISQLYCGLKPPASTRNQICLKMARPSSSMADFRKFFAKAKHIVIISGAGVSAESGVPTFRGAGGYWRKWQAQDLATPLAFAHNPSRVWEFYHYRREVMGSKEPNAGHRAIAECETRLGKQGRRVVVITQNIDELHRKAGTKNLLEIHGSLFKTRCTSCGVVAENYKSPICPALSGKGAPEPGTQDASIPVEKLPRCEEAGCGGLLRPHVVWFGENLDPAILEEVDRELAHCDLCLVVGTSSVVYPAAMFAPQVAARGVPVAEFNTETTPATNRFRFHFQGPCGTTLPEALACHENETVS
ARNT-TACC3 inh: ARNT/TACC3 interaction disruption; Q9Y6A5; AlphaScreen His-ARNT PAS-B/GST-TACC3 binding, luminescence; TACC3 fragment carries E629A point mutation; inhibition, % at 9.99 µM; 390,000 tested, 0.66% active; AID 623870;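 active means mean inhibition of replicates at least 50% and at least half of replicates each reaching 50%; inconclusive means half or more replicates reach 50% but mean below 50%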;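 further: 0% = complete ARNT plus TACC3 wells and 100% = ARNT alone without TACC3; many hits fall short of the cut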
* marks the source's active call; other numbers are inactive results; ? = inconclusive; nt = not tested or not shown; & = joins results of further samples.

SMILES | PAX8 reporter | DENV2 CPE rescue | CASP6 VEID inh | EWS-Fli inh | LGR2 inh | SIRT5 block | ARNT-TACC3 inh
O=C(NCc1ccc2c(c1)OCO2)[C@@H]1[C@@H](CO)[C@@H]2Cn3c(cccc3=O)[C@H]1N2Cc1cncnc1 | 7 | ? | 0 | 7 | -17 | -3 | 1
CC1=CC(C)(C)n2c(O)c(N=NC(N)=S)c3cc(C)cc1c32 | 1 | nt | nt | nt | 1 | nt | 2
CC(C(=O)NC1CCCCC1)N1C(=O)c2cccc3cccc1c23 (configuration not stated) | 4 | ? | 2 | nt | 0 | -4 | nt
CC12CCC(=O)C=C1CCC1C3CC(O)C(O)(C(=O)CO)C3(C)CC(O)C12F (configuration not stated) | -4 | -9 | 1 | -1 | 7 | nt | -17
O=C(Nc1nnc(C2CCCCC2)s1)c1cccs1 | -161 | nt | 1 | nt | -54 | -2 | 34
COc1ccc(C(CC(=O)c2ccc(O)cc2)S(=O)(=O)c2ccc(C)cc2)cc1 (configuration not stated) | nt | 2 | 1 | -57 | -14 | 5 | -2
COc1cc(Br)c(/C=C/c2ccc3cccc(O)c3n2)cc1OC | 5 | 1 | -1 | -5 | -19 | -8 | -10
CCc1cc(OCCOCCN(C)C)ccc1Cl | -1 | nt | nt | nt | 3 | nt | -8
COc1ccc(S(=O)(=O)N(C)C)cc1NC(C)C(=O)Nc1cccc(C#N)c1 (configuration not stated) | -18 | 2 | -2 | 2 | -11 | 0 | 2
COc1ccc(-c2csc(NC(=O)c3ccccc3S(C)(=O)=O)n2)cc1 | -13 | 8 | 2 | -4 | 5 | -3 | 3
CCCCn1nnnc1C(c1ccccc1OC(F)(F)F)N1CCN(C/C=C/c2ccccc2)CC1 (configuration not stated) | -32 | -2 | 1 | 12 | 8 | nt | nt
C[C@@H]1CCCCO[C@H](CN(C)S(=O)(=O)c2cn(C)cn2)[C@@H](C)CN([C@@H](C)CO)C(=O)c2cc(NS(=O)(=O)c3cn(C)cn3)ccc2O1 | -11 | -1 | -5 | -14 | 7 | 1 | -2
COCC(=O)N(C)C[C@H]1Oc2ncc(C#CC3(O)CCCC3)cc2C(=O)N([C@@H](C)CO)C[C@@H]1C | nt | 4 | 1 | 2 | -6 | -4 | -3
O=C(COC(=O)/C=C/c1ccccc1)NC(=O)NCc1ccccc1 | 4 | 8 | 0 | 3 | 9 | -3 | nt
CCc1noc(C)c1C(=O)Nc1cccc2ncccc12 | -7 | 3 | -4 | 0 | -4 | -1 | 5
CN(C)c1cccc2c1C(=O)c1ccccc1C2=O | -14 | 1 | 5 | 4 | 15 | -1 | 30
CNC[C@@H]1Oc2ccc(NS(=O)(=O)c3c(C)noc3C)cc2CC(=O)N([C@@H](C)CO)C[C@@H]1C | -22 | -6 | -1 | -7 | 9 | 0 | nt
N#Cc1ccccc1NC(=O)CN1C(=O)NC2(CCCC2)C1=O | 15 | -1 | 1 | 7 | -3 | 7 | 2
Cc1cn([C@H]2C[C@H](O)[C@@H](/C=C/C(=O)NCc3ccc(N(C)C)cc3)O2)c(=O)[nH]c1=O | 7 | 3 | 2 | 0 | -9 | -2 | nt
O=C(O)C[C@@H]1C[C@H]2c3cc(NC(=O)NC4CCCC4)ccc3O[C@H]2[C@H](CO)O1 | -8 | -8 | 3 | -3 | 7 | 12 | -12
COc1ccc(C(C)(C)C)cc1NC(=O)C1=CC=CN2CCS(=O)(=O)N=C12 | -2 | -6 | -1 | 2 | 10 | -5 | nt
C[C@@H]1CCCCO[C@@H](CN(C)S(=O)(=O)c2ccc(Cl)cc2)[C@@H](C)CN([C@H](C)CO)C(=O)c2cc(NC(=O)CCCCCC(=O)Nc3ccccc3N)ccc2O1 | -19 | 1 | 0 | 5 | 6 | nt | 0
COC(=O)c1cc2ccsc2n1Cc1cccc(F)c1 | 43 | 0 | -1 | 3 | -15 | nt | -19
C[C@H]1CN([C@@H](C)CO)C(=O)CCCn2nncc2CO[C@H]1CN(C)S(=O)(=O)c1cn(C)cn1 | -9 | -1 | 3 | 2 | 20 | -19 | -5
COCCCNCCCCOc1ccc(Br)cc1C | 9 | nt | nt | nt | 17 | nt | -32
Oc1ccccc1C1=NCCNC(C(F)(F)F)=C1 | -15 | 8 | -2 | 8 | nt | 4 | -5
COc1ccc(OC)c(C2=NNC(=NCc3ccc4c(c3)OCO4)SC2)c1 | -11 | -4 | 0 | -15 | -5 | -3 | -2
O=S(=O)(Cc1ccccc1)N1CCCCN2[C@H](CO)[C@H](c3ccc(-c4ccccc4)cc3)[C@@H]2C1 | -13 | 14 | 0 | -1 | 5 | -2 | 0
CCC(=O)N1C[C@H](C)[C@@H](OC)CN(C)C(=O)c2cc(NC(=O)Nc3cccc(F)c3)ccc2OC[C@@H]1C | -10 | -1 | 0 | -3 | 14 | 5 | -3
N#Cc1ccccc1NC(=O)C1CC(=O)N(c2ccc3c4c(cccc24)CC3)C1 (configuration not stated) | 1 | 10 | 3 | 5 | nt | 0 | -3
COc1ccc(S(=O)(=O)N[C@H]2C=C[C@@H](CC(=O)N3CCC(Cc4ccccc4)CC3)O[C@@H]2CO)cc1 | 3 | -4 | 2 | -7 | -25 | 6 | nt
Cn1c(CN2CCCC2)nc2cc(NC(=O)Nc3ccccc3)ccc21 | nt | -5 | -5 | -63 | 7 | -3 | 10
CCOC(=O)[C@H]1[C@H]2COc3ccc(OC)cc3[C@H]2N2C(=O)CN(Cc3ccccc3)C(=O)[C@@]12C | 3 | 19 | 0 | 4 | 0 | 0 | 2
CCO[C@@H]1OC(C(=O)NCc2ccccc2)=C[C@H](c2ccccc2)[C@H]1CCCO | 9 | 2 | 1 | 8 | 1 | 0 | 3
N/C(=N/OCc1cccc([N+](=O)[O-])c1)c1nonc1N | -12 | -3 | -1 | -5 | -6 | -2 | -1
COc1ccc(-c2coc3c(C(=O)NCCN(C)C)cccc23)c(C)c1 | nt | -1 | -4 | 5 | 0 | -7 | nt
CCCC#Cc1ccc2c(c1)O[C@H](CN(C)Cc1ccc3c(c1)OCO3)[C@@H](C)CN([C@H](C)CO)S2(=O)=O | nt | -4 | 0 | 41 | 20 | 5 | -18
C[C@H](CO)N1C[C@H](C)[C@@H](CN(C)Cc2ccc(Oc3ccccc3)cc2)Oc2ccc(NS(=O)(=O)c3cccs3)cc2C1=O | nt | 10 | -3 | 4 | -1 | 2 | 8
O=C(C[C@H]1CC[C@@H](NC(=O)Nc2ccc3c(c2)OCO3)[C@H](CO)O1)NCc1ccc(Cl)cc1 | -19 | -12 | 2 | 1 | -1 | 0 | 1
COc1ccc(NC(=O)C2(C)Cc3c(-c4ccc(C(N)=O)cc4)ccnc3O2)cn1 (configuration not stated) | 9 | -4 | 1 | 15 | 1 | -2 | nt
CCOc1ccc(/C=N/NC(=O)c2nnn(-c3nonc3N)c2COc2ccc(F)cc2)cc1 | -15 | -14 | 8 | -15 | 0 | -2 | -19
CCCc1cc(=O)[nH]c(SCC(=O)Nc2ccc(S(=O)(=O)N3CCCC3)cc2)n1 | 1 | -9 | -1 | 10 | -6 | 0 | -7
O=C(C[C@H]1CC[C@@H](NS(=O)(=O)c2ccc(F)cc2)[C@H](CO)O1)NCc1ccc(Cl)c(Cl)c1 | 26 | -4 | 1 | 2 | 12 | 2 | 4
C/C=C/c1ccc([C@H]2[C@@H](CO)N(C(=O)C3CC3)[C@H]2CNC(=O)CN(C)C)cc1 | nt | 0 | -1 | -11 | -1 | -1 | nt
Cc1ccc(NC(=S)NNC(=O)CSc2nc3ccccc3c(=O)n2-c2ccc(C)cc2)cc1 | 16 | nt | nt | nt | 3 | nt | 13
C[C@@H]1CN([C@H](C)CO)C(=O)Cc2cc(NS(=O)(=O)c3ccc(F)cc3)ccc2O[C@H]1CN(C)S(C)(=O)=O | -6 | -7 | -1 | 2 | 2 | 3 | -4
CCc1ccc(N2CC(C(=O)Nc3cc(C)on3)CC2=O)cc1 (configuration not stated) | 9 | -2 | nt | 2 | 0 | 0 | 19
COc1cccc(Nc2nc(-c3sc(C)nc3C)cs2)c1 | -69 | -3 | 2 | -92 | -20 | -2 | 0
CCOc1ccccc1Nc1nc(N2CCCC2)nc(N2CCOCC2)n1 | -28 | 2 | 0 | -3 | 6 | nt | 4
COc1ccc(C(=O)N/N=C\C(C)=C\c2ccccc2)cc1OC | 35 | -1 | 6 | 6 | -15 | 4 | 6
O=C(NCc1ccco1)c1cccc(C(F)(F)F)c1 | 10 | 1 | 1 | 9 | -14 | -6 | 1
C[C@@H]1CN([C@@H](C)CO)C(=O)CCCn2cc(nn2)CO[C@@H]1CN(C)C(=O)Nc1cccc2ccccc12 | 3 | nt | nt | 3 | -4 | nt | nt
CS(=O)(=O)N(CCc1ccccc1)CC(=O)NCc1ccccc1 | -20 | 2 | -4 | -5 | 13 | -6 | nt
Cc1noc(C)c1NC(=O)Nc1ccc2c(c1)C(=O)N([C@H](C)CO)C[C@H](C)[C@H](CN(C)C)O2 | -7 | -4&2 | -2&0 | -3&-6 | -19&-7 | -4&-4 | 0
Cc1cc(C)c(C)c(S(=O)(=O)NC2CCN(Cc3ccccc3)CC2)c1C | 2 | 3 | 6 | 0 | nt | 3 | 8
CCOC(=O)Cc1csc(NC(=O)CN2CCOCC2)n1 | 0 | 3 | 2 | 5 | -1 | -3 | 7
CCc1nc2c(OCC(=O)c3ccc(Cl)cc3Cl)cccn2c1N(C=O)Cc1ccc(OC)cc1 | -4 | -4 | -2 | 12 | -9 | nt | nt
CCOc1ccc(NC(=O)c2ccc3c(=O)n4c(nc3c2)CCCCC4)cc1 | -10 | 0 | -2 | 0 | -8 | -2 | -21
CCOC(=O)c1cnc2c(C)c(C)ccc2c1NCCN1CCOCC1 | 7 | 7 | -1 | -15 | -14 | -1 | 1
COc1ccc(S(=O)(=O)N(C)C2CCN(C)CC2)cc1 | 5 | -1 | -2 | -3 | -1 | -2 | 5

Given with values under each structure: two of the compounds above.
Each structure is followed by: PAX8 reporter	DENV2 CPE rescue	CASP6 VEID inh	EWS-Fli inh	LGR2 inh	SIRT5 block	ARNT-TACC3 inh
- CCOc1ccccc1Nc1nc(N2CCCC2)nc(N2CCOCC2)n1
→ -28	2	0	-3	6	nt	4
- COc1ccc(C(=O)N/N=C\C(C)=C\c2ccccc2)cc1OC
→ 35	-1	6	6	-15	4	6

The listing continues:
SMILES | PAX8 reporter | DENV2 CPE rescue | CASP6 VEID inh | EWS-Fli inh | LGR2 inh | SIRT5 block | ARNT-TACC3 inh
CN(C)/C=C/C(=O)c1ccc(Br)s1 | -29 | -5 | -2 | -29 | -30 | -2 | 11
CNC[C@H]1Oc2c(NC(=O)c3cnccn3)cccc2C(=O)N([C@@H](C)CO)C[C@H]1C | -4 | 3 | 0 | -2 | 17 | 0 | -2
O=C(COC(=O)c1cnc(Cl)c(Cl)c1)NCc1ccc2c(c1)OCO2 | -11 | 2 | -4 | 3 | 26 | -2 | -4
COC(=O)C(C)Oc1cc(OC(C)C(=O)OC)c2c(C)c(Cl)c(=O)oc2c1 (configuration not stated) | -11 | -7 | 2 | -2 | nt | -51 | 4
O=Cc1ccc(-c2cc(Cl)ccc2Cl)[nH]1 | -4 | 1 | 2 | -4 | 7 | -2 | -8
CCOc1ccccc1OCC(=O)NNC(=O)Cn1cnc2c1c(=O)n(C)c(=O)n2C | 6 | 11 | 0 | 0 | nt | -4 | 13
Cc1ccc(C(=O)N(CCc2ccccc2)Cc2ccccc2)cc1S(=O)(=O)N1CCOCC1 | 14 | -3 | -1 | 23 | -7 | -1 | nt
COc1ccc2nc(N3C(=O)C(O)=C(C(=O)c4ccco4)C3c3ccc(C)o3)sc2c1 (configuration not stated) | -4 | -2 | 33 | -18 | -20 | 5 | 2
CCCCCCn1nc(C(=O)OCC(=O)c2c(N)n(C)c(=O)n(C)c2=O)c2ccccc2c1=O | -2 | 1 | -2 | -9 | nt | 10 | 14
CS/C(=N\S(=O)(=O)c1cccs1)Nc1ccc(Br)cc1F | 10&1 | -6 | 5 | -1 | 5&28 | 1 | 12&3
O=C(CCC(=O)OCc1ccc(C(=O)Oc2ccc(Cl)cc2)cc1)Nc1ccccc1 | 1 | nt | nt | nt | -23 | nt | 14
